# NOD2 RIPK2 PPI: inhibitors of human NOD2-RIPK2 interaction; O43353; CHO BLA complementation NOD2-RIPK2, CCF4 ratio; inhibition, % at 4.98 µM; 360,000 compounds, 0.38% hits; AID 624267; in the data active = inhibition above about 21%;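 note: 0% = vehicle only and 100% = reference blocker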
# Target sequence (O43353 whole entry, looked up): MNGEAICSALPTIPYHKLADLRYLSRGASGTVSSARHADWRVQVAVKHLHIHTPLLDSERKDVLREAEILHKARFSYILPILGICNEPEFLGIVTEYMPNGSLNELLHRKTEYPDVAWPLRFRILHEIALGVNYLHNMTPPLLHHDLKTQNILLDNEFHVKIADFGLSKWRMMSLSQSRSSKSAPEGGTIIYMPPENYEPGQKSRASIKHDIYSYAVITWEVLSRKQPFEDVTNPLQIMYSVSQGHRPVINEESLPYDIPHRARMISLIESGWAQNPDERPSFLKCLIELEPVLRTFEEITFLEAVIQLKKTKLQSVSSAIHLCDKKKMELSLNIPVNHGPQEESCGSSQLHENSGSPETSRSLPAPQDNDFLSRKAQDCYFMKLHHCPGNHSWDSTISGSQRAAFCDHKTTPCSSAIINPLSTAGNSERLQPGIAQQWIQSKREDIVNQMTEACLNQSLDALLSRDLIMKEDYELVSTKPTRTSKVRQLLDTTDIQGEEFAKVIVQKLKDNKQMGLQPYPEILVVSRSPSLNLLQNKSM
# TROY NFkB inh: blocks TROY-dependent signaling in reporter cells. Q293 LMP1-TROYcd NF-kB luciferase reporter, 4 h. inhibition, % at 10 µM. 360,000 compounds, 0.98% hits. AID 1347056;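 active = compounds whose plate-normalised and pattern-corrected inhibition of the luciferase reporter signal at the single screening dose is 50% or more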
# C8 TRAIL sens: caspase-8 TRAIL sensitization | 360,000 compounds, 1% hits | inhibition (viability loss, TRAIL sensitization), % at 10 µM | NB7+C8 cells + TRAIL, ATPlite viability luminescence;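 active = compounds causing at least 50% loss of cell viability in the single-dose screen, relative to plate controls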
# COUP-TFII inh: blocks human COUP-TFII nuclear receptor; P24468; 370,000 compounds, 0.7% hits; HEK293T NGFI-A luciferase reporter, luminescence; inhibition, % at 8.6 µM;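 active = inhibition above a per-plate cutoff, mean inhibition of test wells between control levels plus 3 SD, cut at about 38% in these data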;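 note: cells cotransfected with COUP-TFII expression vector driving the NGFI-A reporter; 0% = median of COUP-TF2 test wells and 100% = reporter-only cells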
# Target sequence (P24468 whole entry, looked up): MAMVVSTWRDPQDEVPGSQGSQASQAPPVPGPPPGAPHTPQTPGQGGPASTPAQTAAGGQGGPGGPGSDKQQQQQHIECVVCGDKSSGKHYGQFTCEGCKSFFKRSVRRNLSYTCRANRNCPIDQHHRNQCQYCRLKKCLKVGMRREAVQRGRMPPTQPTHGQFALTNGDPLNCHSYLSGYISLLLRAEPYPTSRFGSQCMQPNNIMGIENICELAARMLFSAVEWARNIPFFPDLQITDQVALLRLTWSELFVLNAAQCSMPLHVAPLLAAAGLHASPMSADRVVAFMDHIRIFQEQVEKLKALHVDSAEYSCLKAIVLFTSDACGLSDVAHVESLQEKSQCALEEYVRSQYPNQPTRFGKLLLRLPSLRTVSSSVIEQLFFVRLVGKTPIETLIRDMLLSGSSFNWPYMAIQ
# LMP1 NFkB inh: inhibitors of Epstein-Barr LMP1-induced NF-kappaB reporter | inhibition, % at 12.5 µM | 350,000 compounds, 0.69% hits | LMP1-induced NF-kappaB luciferase reporter cells, luminescence; in the data active = inhibition above about 41%;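 note: 0% = neutral control wells and 100% = reference inhibitor control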
# SRC1 inh: inhibits human SRC1 coactivator; Q15788; HEK293 GAL4-SRC1 luciferase reporter, luminescence; inhibition, % at 3.6 µM; 360,000 compounds, 0.12% hits; AID 588354;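 active = inhibition above the campaign mean plus 3 SD, with each screening campaign given its own cutoff, cut at about 60% in these data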;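 note: 0% = DMSO treated cells and 100% = gossypol at 36 µM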
# TWEAK Fn14 block: TWEAK-Fn14 signaling inhibition; TWEAK-stimulated Fn14 reporter cells, luciferase luminescence, 8 h; 360,000 compounds, 2% hits; AID 1159606; inhibition, % at 10 µM; in the data active = inhibition above about 50%
# TLR9-MyD88 block: blocks human TLR9 binding to MyD88; 340,000 compounds, 0.21% hits; Q9NR96+Q99836; CHO BLA complementation TLR9-MyD88, CCF4 FRET ratio; inhibition, % at 4.98 µM;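 active = inhibition above the mean over all tested compounds plus 3 SD, cut at about 21% in these data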;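 note: 0% = DMSO only wells and 100% = clavulanate BLA inhibitor control wells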
# SRC2 inh: human SRC2 (NCOA2) inhibition; HEK293 GAL4-SRC2 luciferase reporter, luminescence; inhibition, % at 9 µM; 370,000 compounds, 0.17% hits;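 active = inhibition above the mean inhibition of all tested compounds plus 3 SD, set per campaign, cut at about 52% in these data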;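 note: 0% = DMSO treated cells and 100% = cells given Gossypol at 36 µM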
# NCOA3 inh: inhibitors of human steroid receptor coactivator 3 (SRC3); Q9Y6Q9; HEK293 GAL4-SRC3 luciferase reporter, luminescence; inhibition, % at 3.6 µM; 360,000 compounds, 0.17% hits;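 active = inhibition above a per-campaign cutoff, the mean of all compounds plus 3 SD, cut at about 60% in these data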;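 note: 0% = DMSO-treated cells and 100% = gossypol-treated cells at 36 µM; higher means less SRC3-driven luciferase light from the GAL4 reporter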
# LRH-1 inv ag: inverse agonists of human LRH-1 (NR5A2) | O00482 | HEK293T StAR-luciferase reporter, LRH-1 transfected, 24 h | inhibition, % at 3.6 µM | 360,000 compounds, 0.13% hits | AID 602396;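 active = inhibition above the mean inhibition of all tested compounds plus 3 SD, cut at about 73% in these data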;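 note: 0% = DMSO wells and 100% = reporter-only cells lacking LRH-1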
# * = called active by the depositor; . = no result given.
# Screens in order – NOD2 RIPK2 PPI	TROY NFkB inh	C8 TRAIL sens	COUP-TFII inh	LMP1 NFkB inh	SRC1 inh	TWEAK Fn14 block	TLR9-MyD88 block	SRC2 inh	NCOA3 inh	LRH-1 inv ag
1: COc1cccc(-n2c(O)c(C=NCc3ccccn3)c3ccccc3c2=O)c1
→ -12	-1	-1	-1	-5	-1	-5	2	0	-2	-1
2: CSc1ccc2nnc(-c3cccc(F)c3)n2n1
→ 4	-36	-1	-14	-6	12	-26	-12	8	17	-13
3: COCCNC(=O)CN(C(=O)CCC(=O)Nc1ccccn1)c1ccccc1OC
→ 8	11	11	-6	7	-1	5	-4	11	3	5
4: CN1C(=O)NC(NC(=O)c2cccs2)(C(F)(F)F)C1=O (stereo unspecified)
→ 2	3	-8	4	-4	-12	-1	-7	-30	1	5
5: CCC(C)c1ccc(NC(=O)C2CCCN(c3ncccn3)C2)cc1 (stereo unspecified)
→ 9	-51	11	1	-16	-28	9	3	-13	-13	-16
6: CCOc1ncccc1C(=O)OCC(=O)c1c(N)n(C)c(=O)n(C)c1=O
→ -2	11	-19	-2	-1	-3	12	6	-11	20	6
7: Cc1c(Cl)cc(C(C)C)c(O)c1CN1CCOCC1
→ -8	2	-2	5	-7	1	1	-4	2	-3	5
8: COc1cc(-c2nnc(CSc3nnc(Nc4ccc(C(C)C)cc4)s3)o2)cc(OC)c1OC
→ -10	-18	15	9	-1	-23	34	-5	-39	-31	-13
9: S=C(NCc1ccccc1)NCc1ccccc1
→ 3	8	1	1	-4	-8	13	-3	-3	-2	-5
10: CC(=O)Nc1ccc(NC(C)=O)c(NC2OCC(O)C(O)C2O)c1 (stereo unspecified)
→ -3	1	3	-1	-1	-1	-14	-2	-21	15	-8
11: CCOC(=O)C[C@@H]1OC2CCCCC2N1S(=O)(=O)c1ccc(C)cc1 (stereo partly specified)
→ -11	.	5	-4	.	.	.	.	10	.	1
12: O=C(NCCc1ccccc1)C1CCN(S(=O)(=O)c2cccnc2)CC1
→ 1	-11	-30	1	-5	-3	9	-6	4	-2	-10
13: Clc1ccc(-c2nc3ccccn3c2CN2CCOCC2)cc1
→ -5	-45	-2	-20	-11	-38	-21	-4	-13	-8	-53
14: O=C(CCNS(=O)(=O)c1ccccc1)Nc1ccccc1
→ 1	8	14	15	-17	5	-1	3	-34	6	-7
15: CN(C(=O)c1ccco1)c1nc(-c2ccccc2)cs1
→ -4	-22	8	-59	-27	-81	-11	-8	-48	-71	-175
16: O=C(CSc1nnc2ccccn12)NCc1ccc2c(c1)OCO2
→ -4	-10	-2	-1	-6	3	9	-5	-2	-16	6
17: O=C(N=C1SC2CS(=O)(=O)CC2N1CCc1ccccc1)C1CCCCC1 (stereo unspecified)
→ 3	-4	-31	1	-8	-9	1	-2	-9	4	27
18: N/C(=N\NC(=O)c1ccc(Cl)cc1)c1cnccn1
→ -6	-28	15	-28	-11	-55	1	-3	-43	-52	-49
19: COc1ccccc1NC(=O)CSc1nc2sc(C)c(C)c2c(=O)n1Cc1ccco1
→ 4	1	-6	-2	-3	-47	14	5	19	1	10
20: O=C(Nc1nncs1)c1cc(S(=O)(=O)N2CCOCC2)ccc1Cl
→ -1	-18	-1	-15	3	11	9	-6	2	17	-19

# Quoted from the listing for reference:
# Screens in order – NOD2 RIPK2 PPI	TROY NFkB inh	C8 TRAIL sens	COUP-TFII inh	LMP1 NFkB inh	SRC1 inh	TWEAK Fn14 block	TLR9-MyD88 block	SRC2 inh	NCOA3 inh	LRH-1 inv ag
9: S=C(NCc1ccccc1)NCc1ccccc1
→ 3	8	1	1	-4	-8	13	-3	-3	-2	-5
10: CC(=O)Nc1ccc(NC(C)=O)c(NC2OCC(O)C(O)C2O)c1 (stereo unspecified)
→ -3	1	3	-1	-1	-1	-14	-2	-21	15	-8
11: CCOC(=O)C[C@@H]1OC2CCCCC2N1S(=O)(=O)c1ccc(C)cc1 (stereo partly specified)
→ -11	.	5	-4	.	.	.	.	10	.	1
12: O=C(NCCc1ccccc1)C1CCN(S(=O)(=O)c2cccnc2)CC1
→ 1	-11	-30	1	-5	-3	9	-6	4	-2	-10
13: Clc1ccc(-c2nc3ccccn3c2CN2CCOCC2)cc1
→ -5	-45	-2	-20	-11	-38	-21	-4	-13	-8	-53
14: O=C(CCNS(=O)(=O)c1ccccc1)Nc1ccccc1
→ 1	8	14	15	-17	5	-1	3	-34	6	-7
15: CN(C(=O)c1ccco1)c1nc(-c2ccccc2)cs1
→ -4	-22	8	-59	-27	-81	-11	-8	-48	-71	-175
16: O=C(CSc1nnc2ccccn12)NCc1ccc2c(c1)OCO2
→ -4	-10	-2	-1	-6	3	9	-5	-2	-16	6
17: O=C(N=C1SC2CS(=O)(=O)CC2N1CCc1ccccc1)C1CCCCC1 (stereo unspecified)
→ 3	-4	-31	1	-8	-9	1	-2	-9	4	27
18: N/C(=N\NC(=O)c1ccc(Cl)cc1)c1cnccn1
→ -6	-28	15	-28	-11	-55	1	-3	-43	-52	-49

# The listing continues:
# Screens in order – NOD2 RIPK2 PPI	TROY NFkB inh	C8 TRAIL sens	COUP-TFII inh	LMP1 NFkB inh	SRC1 inh	TWEAK Fn14 block	TLR9-MyD88 block	SRC2 inh	NCOA3 inh	LRH-1 inv ag
21: CC(=O)Nc1ccc(S(=O)(=O)N2CCN(c3cnn(C)c(=O)c3Cl)CC2)cc1
→ -13	-5	-13	-16	-1	-4	31	9	-9	-4	4
22: COc1ccc([C@H]2CC(=O)C=C(c3cccc(Cl)c3)C2)cc1
→ -2	-34	-7	-1	3	-9	-17	-4	-19	-12	5
23: O=C(NCCN1CCOCC1)c1cccc(S(=O)(=O)N2CCCC2)c1
→ -9	-3	-12	-18	-1	1	-2	-5	-17	-13	19
24: CCOC(=O)CC[C@H](NC(=O)Cn1cnc2c(OCc3ccccc3)ncnc21)C(=O)OCC
→ 11	-1	13	-10	6	5	-15	1	-15	-8	4
25: COC(=O)[C@@]12C[C@@H](CC(=O)N3CCN(C(=O)c4ccco4)CC3)C(=O)N(Cc3ccc4c(c3)OCO4)C1=CCC(C)(C)C2
→ 2	.	2	12	.	.	.	.	11	.	4
26: CCc1nn(CC(=O)NCCCc2ccccc2)c(=O)c2cc3cc(F)ccc3n12
→ -4	3	11	.	-15	-9	-20	3	.	3	-4
27: CS(=O)(=O)N1CCN(c2ccc(NC(=O)COc3ccccc3[N+](=O)[O-])cc2)CC1
→ -8	10	1	0	-6	2	-9	1	0	5	15
28: CCCCN1C(=O)c2ccc(C(=O)Nc3ccc(S(=O)(=O)N(C)C)cc3)cc2C1=O
→ -8	33	25	19	10	-3	34	-18	13	27	-16
29: CCOc1c(O)ccc(C2NC(=O)NC(C)=C2C(=O)OC)c1[N+](=O)[O-] (stereo unspecified)
→ -1	4	24	-6	-4	-13	8	-4	-38	8	-10
30: COc1cc2nc(N(CCCN(C)C)C(=O)c3ccc(C(=O)c4ccccc4)cc3)sc2cc1OC
→ 5	1	7	-7	-20	-15	1	-5	-14	13	11
31: Cc1cnc(C(=O)Nc2ccc(C)c(S(=O)(=O)N3CCCCC3)c2)cn1
→ 0	-14	5	6	1	-30	12	-5	-3	11	-2
32: O=C(Nc1nnc(C2CCCCC2)s1)c1ccco1
→ 4	-27	28	-11	-14	-57	2	-9	-50	-47	-28
33: O=C(CCNC(=O)c1ccccc1Cl)Nc1cccc(S(=O)(=O)N2CCOCC2)c1
→ -2	-3	-4	-10	3	16	-1	-2	4	-1	13
34: Cc1ccc(/C=N/NC(=O)C(NC(=O)c2ccccc2)c2n[nH]c(=O)c3ccccc23)cc1 (stereo unspecified)
→ -6	-22	4	0	-11	-19	-17	7	-87	-30	-18
35: CN(CCc1ccccc1)C(=O)c1ccc(NC(=O)Cc2cccc([N+](=O)[O-])c2)cc1
→ -8	14	-3	1	11	5	-11	-6	1	-29	-1
36: COc1ccc(CNC(=O)Cn2cc(C)c(=O)[nH]c2=O)cc1
→ 6	-7	-10	-7	-13	-21	18	2	-27	-8	-1
37: Cc1ccc(S(=O)(=O)n2nc(OC(=O)C(C)(C)C)cc2N)cc1
→ 3	14	-8	15	10	5	31	6	14	-8	-4
38: C=CCc1cccc(CNc2c(C)n(C)n(-c3ccccc3)c2=O)c1O
→ 6	8	4	-7	3	-71	6	-10	-14	12	-11
39: COc1ccc(NC(=O)NCCCN2CCCC2=O)cc1
→ -17	-17	9	-5	-18	-3	-11	3	-22	-3	3
40: COC(=O)c1ccc2c(=O)n(-c3ccccc3)c(=S)[nH]c2c1
→ -11	9	4	-3	6	20	-21	6	-5	15	21
41: NC(=O)c1ccccc1NC(=O)Nc1cccc(Cl)c1
→ -1	-32	-23	12	5	1	-27	-9	-17	8	-23
42: COc1cc2ncnc(NCc3ccc(C)cc3)c2cc1OC
→ -1	-3	-2	6	11	-23	-12	-11	8	-7	16
43: O=C(O)c1nn(-c2ccc(Cl)cc2)ccc1=O
→ 0	12	-2	11	-6	0	-5	-3	-11	24	1
44: Cc1ccc(S(=O)(=O)N(CC(=O)NN=C2CCN(C)CC2)c2ccc(C(C)C)cc2)cc1
→ -6	-10	24	0	-4	9	10	-10	-11	10	-8
45: O=C1OCC/C1=C1/NCCNC1=O
→ -2	-11	-4	14	-4	-5	-3	2	-3	9	-2
46: O=C(Nc1ccc(N2CCOCC2)nc1N1CCOCC1)c1cccc(C(F)(F)F)c1
→ -7	-18	-3	6	-5	-2	2	-2	-24	12	4
47: CN1C(=O)c2cccc3c(S(=O)(=O)N(C)C)ccc1c23
→ 22*	7	3	-13	3	-5	-9	10	2	10	17
48: CCN(CC(=O)NCc1cccs1)C(=O)/C=C/c1ccc(OC)cc1OC
→ 8	-3	23	-4	-14	0	-3	-6	8	-8	-5
49: Cc1cccc(NC(=O)CSCc2nc3c(nnn3Cc3ccc(F)cc3)c(=O)[nH]2)c1C
→ -12	4	6	6	7	12	-13	5	15	15	12
50: CCC(C)Sc1nnc(NS(=O)(=O)Cc2ccccc2)s1 (stereo unspecified)
→ -5	-6	-6	-3	-18	-18	-13	4	-4	-19	11
51: CCOC(=O)c1cc2occc2n1Cc1ccc(F)cc1
→ -10	6	-1	5	4	-91	-2	3	-27	-11	5
52: C[C@@H]1CN([C@H](C)CO)C(=O)CCCn2cc(nn2)CO[C@H]1CN(C)S(=O)(=O)c1ccc(-c2ccccc2)cc1
→ -2	-20	-6	6	3	2	8	-8	-3	8	-4
53: O=C(Nc1cccc(Cc2ccccc2)c1)Nc1ccc2nc([C@@H]3O[C@H](CO)[C@@H](O)[C@H](O)[C@H]3O)[nH]c2c1
→ 5	-14	3	-13	.	-2	6	.	-24	7	-4
54: COCCn1c(=O)[nH]c2cc(C(=O)N3CCN(c4ccc(OC)cc4)CC3)ccc2c1=O
→ -14	0	15	7	9	10	12	-1	0	-20	-5
55: CCC(C)[C@H](NC(=O)Nc1ccccc1F)C(=O)O (stereo partly specified)
→ -9	-6	14	-3	4	-8	-20	2	4	10	6
56: Cc1cc2nc(-c3ccccc3)c(CC(C)(C)C)n2c(C)c1Br
→ -2	-8	-14	13	.	12	-5	.	8	-30	16

# This is a subset (hit frequency here may not be typical).
